HEK293 NOD2/NF-kB – inhibition of NOD2-driven NF-kB reporter – cell-based, luminescence, uHTS, HEK293 (AID 1566). one-dose inhibition, % at 4 µM; EC50 in µM for titrated hits. HEK293 NOD2/NF-kB luciferase reporter, luminescence; higher % means a stronger effect. 0.63% of 290,000 active; further: many of its hits are not listed in these tables
SIAH1 antagonists – Siah-1 peptide-binding antagonists, primary screen, biochemical, fluorescence polarization, rhodamine-plectin, uHTS (AID 1817); displacement, % at 20 µM, or IC50 in µM where a hit was titrated; Siah-1 / rhodamine-plectin peptide fluorescence polarization; higher % means a stronger effect; 0.02% of 290,000 active;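 active means displacement of at least 50% at 20 µM, with a fluorescence ratio check between 0.3 and a set limit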;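 further: plate controls were Siah plus tracer with DMSO for no effect and tracer alone without Siah for full effect; strong numbers were not always called active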
XIAP antagonists – XIAP antagonists, biochemical, IAP family, fluorescence polarization (AID 1018) | XIAP BIR domain, fluorescence polarization peptide displacement; higher % means a stronger effect | displacement, % at 20 µM, or IC50 in µM where a hit was titrated | 0.007% of 200,000 active; in the data active means displacement above about 50%; further: a part of the inactive calls stands beside numbers as strong as those of hits
Dengue-2 NS5 capping – flavivirus cap methylation enzyme inhibition – biochemical, confirmation dose response, primary screen (AID 588689); Dengue-2 NS5 methyltransferase capping enzyme assay, biochemical; higher % means a stronger effect; inhibition, % at 25 µM, or IC50 in µM where a hit was titrated; 0.3% of 340,000 active; in the data active means a potency from the dose series
LYP phosphatase – PTPN22 lymphoid phosphatase activity blockers – biochemical, fluorescence intensity, uHTS (AID 1779) | recombinant LYP phosphatase, fluorescence intensity; higher % means a stronger effect | inhibition, % at 11.5 µM; hits with a dose series show IC50 in µM | 0.054% of 290,000 active;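 further: plate controls were vehicle with enzyme for no effect and no enzyme for full effect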
Hep lipid drop – modulators of hepatic lipid droplet formation; AML12 mouse hepatocytes, oleate lipid droplets, BODIPY imaging; inhibition, % at 6.5 µM; 0.4% of 240,000 active;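 active means lipid droplet intensity inhibited by at least 50%, with more than 500 cells counted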
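System: AML12 hepatocytes (mouse). Probe or stimulus: oleic acid at 100 µM to induce lipid droplet formation. Times: overnight treatment with compound plus oleate. Detection: Image-based BODIPY and DAPI two-channel analysis. Evaluation: percent inhibition of filter-corrected integrated lipid droplet intensity per well.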
AID2073 – inhibitors of Mint1-CaV2.2 protein interaction, biochemical, HTRF (AID 2073) | HTRF protein-protein interaction, Mint1-CaV2.2; higher % means a stronger effect | one-dose inhibition, % at 20 µM; IC50 in µM for titrated hits | 0.19% of 290,000 active; in the data active means inhibition mostly above about 51%, no sharp cut-off; further: some results filed as inactive read as strong as hits
Myeloid diff MLP – compounds promoting myeloid differentiation; ER-HoxA9 myeloid progenitors, lysozyme-GFP differentiation, flow cytometry; 1% of 360,000 active; AID 624256; calls only at 10 µM;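 active means normalized GFP-positive differentiation at or above the plate's own cutoff, the solvent-only control mean plus 3 SD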;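 further: cells exposed to compound for four days before flow analysis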
HIV fusion peptide – inhibitors of HIV fusion peptide binding, primary screen, biochemical, uHTS, fluorescence dequenching (AID 1986) | 0.3% of 290,000 active | inhibition, % at 20 µM; hits with a dose series show IC50 in µM | cell-free peptide binding, fluorescence dequenching, 30 min; higher % means a stronger effect; in the data active means inhibition mostly above about 52%, no sharp cut-off; inactive means mostly below about 76%; further: some results filed as inactive read as strong as hits
Hep lipid drop cells 6.5 µM – recorded beside Hep lipid drop, whose call it bears; cell count; measured here: cell count, cytotoxicity flag;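 cells counted across two imaged fields per well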
Dengue-2 NS5 capping pilot replicate – recorded beside Dengue-2 NS5 capping, whose call it bears; inhibition, %; measured here: pilot screen replicate inhibition
Myeloid diff MLP GFP+ MAC1+ % – second read-out of Myeloid diff MLP, no call of its own (marks repeat the call); GFP+ MAC1+ double positive, %; measured here: differentiation confirmed by MAC1 staining
An asterisk follows results filed as active; i = inactive; x = no result given; + = active, no number. Unless noted, no stated cut-off is given here; in the data, active means inhibition above about 50%; inactive means the rest.

SMILES	HEK293 NOD2/NF-kB	SIAH1 antagonists	XIAP antagonists	Dengue-2 NS5 capping	LYP phosphatase	Hep lipid drop	Hep lipid drop cells 6.5 µM	AID2073	Myeloid diff MLP	Myeloid diff MLP GFP+ MAC1+ %	HIV fusion peptide	others
CCCCSc1nnc(-c2ccc(C)cc2)o1	-74%	5%	-3.0%	-6%	0%	0	720	3%	i	9.7	2.3%
CC(=O)C1=C(C)OC(N)=C(C#N)C1c1cc2cccc(C)c2nc1Cl (centres undefined)	5%	11%	2.1%	-2%	1%	x	x	13%	i	0.7	7.6%
CC1CCCC(C)N1Cc1cn2ccccc2n1 (centres undefined)	10%	0%	-2.4%	-3%	-8%	x	x	-5%	x	x	-0.4%
O=C(NC(NC(=O)c1ccccc1)c1cccc([N+](=O)[O-])c1)c1ccccc1	2%	0%	-5.6%	-4%	-3%	-12	651	2%	i	0.6	4.1%
CN(C(=O)Cn1cc(C(F)(F)F)ccc1=O)c1c(N)n(Cc2ccccc2)c(=O)[nH]c1=O	-7%	-2%	x	3%	-5%	6	589	10%	i	0.3	-0.7%
O=C(O)/C=C\C(=O)NC1CCCCC1	17%	8%	2.2%	-3%	-7%	2	611	-3%	i	0.4	-1.3%
Cc1cc2cc(CNC(=O)c3ccc4c(c3)OCO4)ccc2[nH]1	11%	4%	-2.8%	-5%	6%	x	x	1%	i	5.1	-2.1%
CCSc1nc2c(c(=O)[nH]1)C(c1ccccn1)C1=C(CC(C)(C)CC1=O)N2 (centres undefined)	5%	-2%	-4.5%	-1%	-14%	x	x	11%	i	0.6	-2.0%
N#C/C(=C(/O)c1cccs1)c1nnc2n1CCCCC2	-2%	5%	-9.6%	-5%	3%	-1	656	0%	i	0.3	0.8%
O=C(O)c1ccc(OC(F)(F)C(F)C(F)(F)F)cc1 (centres undefined)	16%	4%	2.0%	0%	-9%	x	x	6%	i	0.7	2.1%
Cn1c(=O)c(=O)n(C)c2cc(S(=O)(=O)CCC(=O)N3CCOCC3)ccc21	4%	-7%	-3.9%	-5%	-1%	22	647	1%	i	1.8	-1.6%
CC(=O)c1ccc2c(ccc3ccccc32)c1	-35%	-4%	-4.1%	-8%	-12%	6	819	3%	x	x	-3.6%
Cc1cccc(C(=O)NCC(=O)Nc2ccc(S(=O)(=O)Nc3nc(C)cc(C)n3)cc2)c1	11%	-1%	-11%	-11%	2%	11	651	-5%	i	0.4	-0.3%
COC(=O)c1ccc(C(=O)N2CCCC(CNC(=O)c3ccccc3Cl)C2)cc1 (centres undefined)	2%	3%	-0.8%	2%	-1%	-7	716	-8%	i	0.6	1.1%
Cc1ccc(NC(=O)CN(C)S(=O)(=O)c2cccc3cccnc23)cc1	-1%	3%	-4.7%	-8%	-3%	x	x	-5%	i	2.3	-1.5%
Cc1cc(NC(=O)C(C)Oc2ccc(Cl)cc2Cl)n(-c2ccccc2)n1 (centres undefined)	-2%	4%	-11%	2%	-6%	26	729	0%	i	0.6	-1.2%
COc1ccc(F)cc1C(=O)C1CCCN(Cc2ccc(Oc3ncccn3)cc2)C1 (centres undefined)	14%	2%	2.7%	1%	-6%	0	600	14%	i	0.3	1.1%
COc1cc2c(c(OC)c1O)C(=O)CO2	6%	-1%	x	-1%	-7%	-3	686	4%	i	0.3	-2.0%
CC(C)(C)NC(=O)CN(Cc1ccc2c(c1)OCO2)C(=O)CNS(=O)(=O)c1ccc(F)cc1	-8%	-1%	x	1%	-22%	-2	865	16%	i	0.5	0.6%
CC(=O)Nc1ccccc1OCC(=O)N(Cc1ccccc1)C(C)C	19%	-2%	-2.3%	-3%	-3%	-32	521	-4%	+	0.8*	-0.2%
O=C(c1cc2c(s1)-c1ccccc1S(=O)(=O)C2)N1CCN(Cc2ccccc2)CC1	22%	4%	1.4%	-3%	-8%	x	x	-4%	i	1.9	-1.8%
C#CCN(CC=C)C(=O)c1cccc(OC2CCN(S(C)(=O)=O)CC2)c1	2%	8%	x	-2%	-11%	0	811	-4%	i	1.4	2.1%
Cc1ccc(NC(=O)CNCc2ccccc2Cl)cc1S(=O)(=O)N(C)C	-16%	2%	x	3%	0%	x	x	4%	i	0.2	2.1%
CCc1nc(Nc2ccc3nccnc3c2)c2oc3ccccc3c2n1	-24%	-3%	-4.2%	3%	-5%	x	x	14%	i	0.6	6.6%
Cc1ccc(CSc2nnc(SCC(=O)N/N=C/c3c(C)nn(-c4ccccc4)c3C)s2)cc1	-76%	-1%	-20%	-8%	-4%	30	651	7%	i	0.3	0.0%

4 compounds picked at random from the list so far, as already listed:
SMILES	HEK293 NOD2/NF-kB	SIAH1 antagonists	XIAP antagonists	Dengue-2 NS5 capping	LYP phosphatase	Hep lipid drop	Hep lipid drop cells 6.5 µM	AID2073	Myeloid diff MLP	Myeloid diff MLP GFP+ MAC1+ %	HIV fusion peptide	others
Cc1cccc(C(=O)NCC(=O)Nc2ccc(S(=O)(=O)Nc3nc(C)cc(C)n3)cc2)c1	11%	-1%	-11%	-11%	2%	11	651	-5%	i	0.4	-0.3%
CCCCSc1nnc(-c2ccc(C)cc2)o1	-74%	5%	-3.0%	-6%	0%	0	720	3%	i	9.7	2.3%
Cc1ccc(NC(=O)CN(C)S(=O)(=O)c2cccc3cccnc23)cc1	-1%	3%	-4.7%	-8%	-3%	x	x	-5%	i	2.3	-1.5%
Cc1ccc(NC(=O)CNCc2ccccc2Cl)cc1S(=O)(=O)N(C)C	-16%	2%	x	3%	0%	x	x	4%	i	0.2	2.1%

Next records follow.
SMILES	HEK293 NOD2/NF-kB	SIAH1 antagonists	XIAP antagonists	Dengue-2 NS5 capping	LYP phosphatase	Hep lipid drop	Hep lipid drop cells 6.5 µM	AID2073	Myeloid diff MLP	Myeloid diff MLP GFP+ MAC1+ %	HIV fusion peptide	others
CC1CN(c2ccc([N+](=O)[O-])c(NCCOc3ccccc3)c2)CCN1 (centres undefined)	2%	6%	-2.8%	-12%	-2%	-11	728	-13%	i	0.2	-2.3%
CCOc1ccccc1/C=N\Nc1cnn(Cc2ccccc2)c(=O)c1Cl	3%	7%	-6.5%	-3%	3%	22	808	41%	i	0.1	0.4%
COc1ccc(NC(=O)C(=O)NCCC2=CCCCC2)c(OC)c1	17%	4%	-0.7%	-4%	-1%	-4	608	18%	i	0.7	1.4%
Cc1cccc(NS(=O)(=O)c2nnc(NC(=O)c3ccccc3F)s2)c1	3%	2%	x	3%	-4%	4	739	3%	i	2.2	13%
O=C(CSc1nnc2ccccn12)Nc1nsc(-c2ccccc2)n1	-26%	0%	0.5%	-22%	-5%	-43	439	-4%	i	0.1	-0.9%
O=C(CN1CCCc2ccccc21)NCc1ccccc1Cl	5%	-4%	-6.4%	-4%	0%	-8	704	2%	i	0.3	3.1%
Cc1ccc(NC(=O)C2CCN(S(=O)(=O)c3c(C)nn(C)c3C)CC2)c(Cl)c1	6%	2%	x	-9%	-10%	-18	751	12%	i	2.6	-2.7%
CCn1c(CCNC(=O)c2ccc(OC)cc2)nnc1SCc1ccc(Cl)c(Cl)c1	-6%	5%	x	-7%	0%	-20	541	13%	i	0.5	1.3%
N#Cc1c(-c2cccnc2)c2c([nH]c1=S)CCCC2	-2%	-2%	-21%	-22%	3%	x	x	-20%	i	1.6	-2.0%
O=C(O)CCCNc1ccc([N+](=O)[O-])c(NCCCC(=O)O)n1	0%	-1%	-22%	x	-2%	3	719	10%	i	0.3	-1.8%
Cc1ccc([N+](=O)[O-])cc1S(=O)(=O)NCc1cccnc1	18%	-5%	-8.6%	0%	-6%	8	576	3%	i	0.2	-0.6%
CCOc1ccc(S(=O)(=O)N(C)c2ccc(OCC(=O)OCc3c(C)noc3C)cc2)cc1	-13%	-4%	-5.5%	3%	5%	x	x	13%	i	0.5	2.5%
Cc1cccc(C(=O)Nc2cccc(C(=O)Nc3cc(C)ccn3)c2)c1	17%	-4%	x	x	-15%	3	835	10%	i	0.5	-1.2%
O=C1CCC(C(=O)N2CCSCC2)CN1Cc1cccc(C(F)(F)F)c1 (centres undefined)	-8%	2%	x	-3%	-2%	x	x	2%	i	1.5	2.8%
Nc1nc(SCC(=O)Nc2ccccc2-c2ccccc2)n[nH]1	1%	3%	1.0%	-4%	-5%	x	x	2%	i	1.7	1.0%
CC1CCN(S(=O)(=O)c2ccc3c(c2)N(C)C(=O)CC(=O)N3C)CC1	12%	3%	x	-1%	-14%	5	895	-4%	i	1.1	-0.5%
Cc1nn(C)c(C)c1CNC(=O)Nc1cccc(Cl)c1C	-9%	0%	-18%	-4%	0%	-12	718	-14%	i	0.2	1.1%
Cc1cc2c(sc3c(C)ccc(C)c32)c(C)n1	15%	9%	x	-2%	-3%	15	710	-3%	i	0.5	-0.6%
COc1cccc(C(=O)O/N=C(\N)c2ccccn2)c1	-82%	-5%	x	-1%	-11%	x	x	1%	i	0.3	-0.7%	Dengue-2 NS5 capping pilot replicate=3.6
C/C(=N/O)c1ccccn1	4%	4%	-3.8%	-4%	-4%	10	731	-1%	i	5.1	1.0%
CCOc1ccc2nc(N3CCCC(C(=O)NCCCN4CCCCC4)C3)sc2c1 (centres undefined)	11%	3%	x	1%	-9%	1	678	-4%	i	1.0	0.9%
CCN(CC)C(=O)CSc1nc(O)c(Cc2ccc(OC)cc2)c(=O)[nH]1	2%	-6%	x	-1%	-6%	15	813	-38%	i	0.6	0.3%
O=C(Nc1nc(-c2cc3ccccc3oc2=O)cs1)c1ccco1	-20%	i	-5.8%	-3%	2%	-10	649	9%	i	1.5	4.0%
CC(C)(C)NC(=O)NC(=O)COC(=O)C1CC(=O)N(Cc2ccccc2)C1 (centres undefined)	5%	-2%	-5.2%	-8%	-8%	x	x	-1%	i	0.0	-2.8%
Cc1cc(NC(=O)/C=C/c2ccc(F)cc2)n(-c2nc3ccccc3[nH]2)n1	x	16%	-7.0%	-2%	-4%	2	660	16%	i	0.3	-2.9%
SMILES	HEK293 NOD2/NF-kB	SIAH1 antagonists	XIAP antagonists	Dengue-2 NS5 capping	LYP phosphatase	Hep lipid drop	Hep lipid drop cells 6.5 µM	AID2073	Myeloid diff MLP	Myeloid diff MLP GFP+ MAC1+ %	HIV fusion peptide	others
CCOC(=O)C1=C(C)N(C)C(C)=C(C(=O)OCC)C1c1ccncc1	10%	2%	-3.9%	3%	5%	-5	815	3%	i	1.1	-0.8%
Cc1ccc(NC(=O)COc2ncnc3ccccc23)cc1S(=O)(=O)N1CCOCC1	15%	38%	-2.2%	-6%	-4%	4	688	9%	i	0.0	-1.0%
Brc1ccccc1-c1nnc(CSc2nnc3sc4ccccc4n23)o1	-6%	-5%	-2.0%	-2%	4%	x	x	7%	i	0.3	2.8%
O=C(COc1ccc(Cl)cc1)NCCNC(=O)c1cnccn1	-6%	-2%	x	-2%	-4%	-3	806	-8%	i	0.2	1.0%
CC1CC(Nc2ccccc2)=CC(=O)O1 (centres undefined)	9%	-5%	-5.8%	1%	-7%	-6	745	-9%	i	0.8	-2.6%
O=C1CCCc2nc3c(cc21)C(O)Oc1ccccc1-3 (centres undefined)	2%	-2%	-6.5%	-4%	-7%	1	698	40%	i	0.7	-2.0%
CCOc1cc(S(=O)(=O)Nc2ccc(Cl)cn2)ccc1Cl	-4%	5%	-2.4%	-6%	-1%	-3	744	9%	i	0.7	0.8%

Assay outcomes: PubChem, several laboratories

This is a subset, so the mix of outcomes need not match the whole.
